# Compound activity as filed in PubChem BioAssay.
# CTSL1 counter: Fasciola hepatica cathepsin L1 inhibitors, primary screen, counter-screen for PFM18AAP inhibitor project, biochemical, QFRET, fluorogenic peptide substrate | recombinant F. hepatica cathepsin L1, Z-Leu-Arg-MCA fluorescence | inhibition, % at 5.96 µM | 0.49% of 300,000 active | AID 1906, 2009;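 active means inhibition above the mean of all tested compounds plus 3 SD, set per screening campaign, cut at about 17% in these data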;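 further: 0% = plate median of test compound wells and 100% = 1 µM Z-Phe-Ala-diazomethylketone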
# procasp7 counter: procaspase-7 activators, primary screen, counter-screen for procaspase-3 activator project, biochemical, absorbance, HTS, human; Caspase-7 (Homo sapiens), P55210; recombinant procaspase-7, Ac-DEVD-pNA absorbance 405 nm; D23A/D198A/D206A triple mutant, cannot self-cleave; scale: DMSO 0, 5 µM enzyme 100; activation, % at 8.5 µM; 0.093% of 330,000 active; AID 463210, 2010;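 active means percent activation above the screen-wide mean plus 3 SD, cut at about 25% in these data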
#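 Assay system: Uncleavable procaspase-7 mutant enzyme; Input: 2 µM procaspase-7 mutant as dispensed; Also added: DEVD-pNA substrate; Medium: Zinc-free HEPES pH 7.4 with 300 mM NaCl, 0.01% Triton X-100; Timing: 1 h compound preincubation, 2 h substrate cleavage, 25 °C; Measured by: Epi-absorbance of released pNA at 405 nm, two timepoints.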
# Efflux pump inh: inhibitors of Candida efflux pumps in yeast, primary screen, S. cerevisiae, Nile Red, multiplex; AID 485275, 2010; inhibition, % at 10 µM; 0.44% of 330,000 active; S. cerevisiae Candida pump triplex;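 active means plate passing quality check with inhibition over a set limit, or well fluorescence over plate mean plus 4 SD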;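 further: Nile Red retained in pooled yeast measured as flow cytometry median fluorescence; 0% = buffer negative control and 100% = Enniatin B positive control; higher means more Nile Red kept so more efflux inhibition; some compounds called inactive have numbers as strong as hits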
# PP5 inh: PP5 phosphatase inhibitors, primary screen, biochemical, fluorescence; inhibition, % at 6.7 µM; AID 1987, 2009; purified PP5c, OMFP substrate fluorescence; Serine/threonine-protein phosphatase 5 (Homo sapiens), P53041; 0.18% of 320,000 active;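 active means inhibition above the campaign's mean inhibition across all tested compounds plus 3 SD, cut at about 9.5% in these data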;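 further: 0% = DMSO only and 100% = 100 µM cantharidin control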
# Target sequence (P53041 whole entry, looked up): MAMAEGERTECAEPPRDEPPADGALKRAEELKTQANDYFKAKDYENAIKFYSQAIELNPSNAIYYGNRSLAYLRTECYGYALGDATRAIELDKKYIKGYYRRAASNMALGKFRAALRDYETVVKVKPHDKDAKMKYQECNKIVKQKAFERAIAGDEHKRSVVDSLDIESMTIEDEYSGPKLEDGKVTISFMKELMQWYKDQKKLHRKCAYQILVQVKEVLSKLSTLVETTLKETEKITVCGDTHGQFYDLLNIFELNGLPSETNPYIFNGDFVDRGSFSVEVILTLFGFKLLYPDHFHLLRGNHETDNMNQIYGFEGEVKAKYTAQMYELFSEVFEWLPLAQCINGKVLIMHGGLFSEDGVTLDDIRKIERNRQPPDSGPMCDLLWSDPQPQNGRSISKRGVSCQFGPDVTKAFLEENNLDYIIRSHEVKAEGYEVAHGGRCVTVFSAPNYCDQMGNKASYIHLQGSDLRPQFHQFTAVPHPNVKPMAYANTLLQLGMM
# PP1 counter: PP1-alpha phosphatase inhibitors, primary screen, counter-screen for PP5 inhibitor project, biochemical, fluorescence, OMFP substrate, single point; inhibition, % at 6.7 µM; Serine/threonine-protein phosphatase PP1-alpha catalytic subunit (Homo sapiens), P62136; purified PP1alpha; 0.9% of 320,000 active;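 active means inhibition above the mean inhibition of all tested compounds plus 3 SD, computed separately for each screening campaign, cut at about 15% in these data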
# HCV core dimer: inhibitors of HCV core protein dimerization, primary screen, biochemical, TR-FRET, high-throughput; TR-FRET GST/Flag-core106 dimerization, 1536-well; AID 1899, 2009; inhibition, % at 5 µM; 0.33% of 300,000 active;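 active means inhibition above the mean of all tested compounds plus 3 SD, set per screening campaign, cut at about 45% in these data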
#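 Test system: GST/Flag-tagged HCV core106 proteins; Medium: KF-containing HEPES buffer, pH 7.45, DTT, CHAPS, BSA; Times: compound-protein-antibody incubation 4 h at 22.5 °C; Detection: TR-FRET 671 and 617 nm emission; Benchmarks: wells lacking GST-core106 and wells with excess unlabelled core106.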
# procasp3 activ: activators of human procaspase-3 D3A mutant, primary screen, biochemical, absorbance, PC-3 D3A mutant, single concentration | recombinant procaspase-3 D3A, Ac-DEVD-pNA absorbance 405 nm | Caspase-3 (Homo sapiens), P42574 | 0.11% of 330,000 active | AID 463141, 2010 | activation, % at 8.5 µM;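 active means activation above the mean of all tested compounds plus 3 SD, cut at about 21% in these data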;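 further: 0% = DMSO alone and 100% = DMSO wells spiked with extra 5 µM PC-3 D3A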
#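 Test system: Procaspase-3 D3A mutant; medium: Zinc-free HEPES/NaCl buffer with 0.01% Triton X-100 at pH 7.4; reagent: DEVD-pNA substrate; doses: one concentration, 8.5 µM nominal, 0.8% DMSO; times: 1 h preincubation plus 2 h reaction at 25 °C; signal: Epi-absorbance at 405 nm of released p-nitroaniline, 0 and 120 min; replicates: singlicate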
# TPT1 inhibitor: Candida albicans TPT1 enzyme inhibitors, primary screen, biochemical, fluorescence polarization. recombinant caTPT1, FP RNA substrate dephosphorylation. inhibition, % at 5 µM. 0.81% of 300,000 active. AID 1962, 2009;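 active means inhibition above the mean of all tested compounds plus 3 SD, set per screening campaign, cut at about 24% in these data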;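 further: plate controls were DMSO alone for no effect and ferristatin control at 100 nM for full effect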
# JMJD2C inh: inhibitors of GASC-1 histone demethylase, primary screen, biochemical, fluorescence, DELFIA europium; 0.069% of 330,000 active; Lysine-specific demethylase 4C (Homo sapiens), Q9H3R0; inhibition, % at 2.35 µM; AID 2099, 2009; GST-JMJD2C(1-420) H3K9me3 demethylation;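 active means more than half of a compound's replicate wells show inhibition beyond 50%, single wells judged on their own value; inconclusive means some, but no more than half, of replicates pass 50% inhibition; inactive means no replicate passes 50% inhibition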;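 further: signal counts dimethyl H3K9 product captured on neutravidin plate; 0% = median of DMSO wells and 100% = 0.3 times that DMSO median; strong numbers were not always called active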
# Target sequence (Q9H3R0 1-420 limits assumed): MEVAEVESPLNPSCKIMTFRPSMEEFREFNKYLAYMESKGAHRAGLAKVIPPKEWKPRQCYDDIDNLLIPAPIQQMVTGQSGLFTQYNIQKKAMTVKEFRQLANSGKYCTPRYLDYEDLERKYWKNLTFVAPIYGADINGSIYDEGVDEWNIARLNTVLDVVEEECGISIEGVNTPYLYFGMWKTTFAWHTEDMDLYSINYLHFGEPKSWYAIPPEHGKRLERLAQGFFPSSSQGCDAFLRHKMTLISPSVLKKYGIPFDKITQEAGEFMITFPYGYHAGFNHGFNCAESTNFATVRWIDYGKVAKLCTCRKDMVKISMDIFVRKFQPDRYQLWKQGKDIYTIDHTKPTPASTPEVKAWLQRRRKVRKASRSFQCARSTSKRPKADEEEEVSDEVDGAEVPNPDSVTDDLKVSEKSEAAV
# * hit, by the source's call; i = inactive; u = inconclusive; x = not tested or not shown; & = joins results of further samples.
SMILES,CTSL1 counter,procasp7 counter,Efflux pump inh,PP5 inh,PP1 counter,HCV core dimer,procasp3 activ,TPT1 inhibitor,JMJD2C inh
CC(C)(C)SC(=O)CC1NS(=O)(=O)OC2CCCCC12 (configuration not stated),2.3,-4.8,0.2,2.2,-3.0,4.6,0.6,2.4,i
CCOc1cc(C(=O)NC(C)COC)cc(OCC)c1OCC (configuration not stated),0.5,16.6,0.0,-0.7,4.2,-0.5,0.1,-0.6,44.4
COc1ccc(NC(=O)CSc2nnc(NC(=O)C3CCC3)s2)c(OC)c1,1.5,0.0,-0.1,-0.6,-1.0,8.3,5.6,0.9,-4.4
COc1ccc(OC)c(C2C(C(=O)c3ccc(C)o3)=C(O)C(=O)N2CCCN2CCOCC2)c1 (configuration not stated),-0.7,-26.9,0.1,2.4,-5.9,0.4,8.0,-2.1,x
Cc1cccnc1Sc1c([N+](=O)[O-])ncn1C,1.2,3.2,0.0,1.8,3.5,-4.1,0.3,0.3,8.1
CCOC(=O)C1(Cc2cccc(OC)c2)CCN(Cc2ccccc2OC)CC1,2.6,4.4,0.1,-1.2,-4.7,2.0,-3.8,-3.0,13.0
CC1CC(C)CN(CCCNC(=O)CCC(=O)N2CCOc3ccccc32)C1 (configuration not stated),-1.0,9.3,0.3,2.7,2.0,-9.5,1.4,2.9,10.0
COc1ccccc1C(=O)COC(=O)c1c(-c2ccccc2)noc1C,5.5,4.4,0.3,4.2,-4.4,-4.0,1.8,3.7,-9.6
C/C(=N\Nc1ccccn1)c1ccc(N2CCOCC2)cc1,4.6,5.0,-0.1,-1.5,-1.6,-11.1,1.0,-5.2,0.1
CCN(c1ccc(OC)cc1)S(=O)(=O)c1ccc(-c2ccc(=O)[nH]n2)o1,4.5,6.0,0.2,0.3,-4.0,-0.7,1.5,-1.1,-0.4
O=C(O)CCc1nn2c3ccccc3n(CC(=O)O)c2nc1=O,-0.2,2.7,0.1,1.0,-3.8,-4.2,-0.9,2.7,0.7
CC(C)C[C@H](NC(=O)c1[nH]cnc1C(=O)N[C@@H](C)c1ccccc1)C(=O)OCc1ccccc1,9.5,-0.7,0.2,12.4*,18.3*,7.5,3.0,-2.0,0.1
CC1=C(C(=O)OCc2ccccc2)C(c2ccccc2Br)NC(=O)N1 (configuration not stated),-3.1,-5.2,0.3,2.8,4.8,-4.5,6.2,4.3,-1.7
COC(=O)c1c(/N=C/NOCc2ccc(Cl)cc2)sc2c1CCN(c1ncc(C(F)(F)F)cc1Cl)C2,5.1,-4.1,-0.1,-0.6,-0.8,2.5,-1.6,-0.5,3.8
CC#CCCCC(=O)Nc1cc(OC)nc(OC)n1,-18.8,3.4,-0.1,0.1,0.0,-2.3,5.3,-4.5,1.0
Cc1ccc(Nc2nc(=O)c3cccnc3s2)c(Br)c1,10.0,-4.2,0.2,2.3,10.8,-0.3,1.9,-0.4,4.7
COc1cccc(CN2CCN(C(=O)c3cccs3)CC2)c1OC,1.4,1.9,0.2,2.8,-4.1,-4.9,-5.2,-1.0,-14.1
O=C1CSC(=S)N1,1.9,-1.0,-0.1,-1.3,-1.1,6.0,1.3,-1.6,2.0
O=C(NCc1ccco1)c1ccc(COc2ccccc2[N+](=O)[O-])o1,-1.6,3.6,0.0,-0.4,-3.5,2.0,3.6,0.1,-2.7
O=C(NCCCN1CCOCC1)c1ccc(CS(=O)(=O)Cc2ccc(Cl)cc2)o1,-2.0,0.5,0.3,0.8,1.8,6.4,4.6,-2.1,3.7&-2.9
O=C1CCCN1CCC1CCN(C(=O)Nc2ccccc2)CC1,3.9,5.5,-0.1,-0.1,-1.1,-2.6,0.9,1.3,3.2
CCN1CCC(N2CCN(c3ccc(Cl)cc3)CC2)CC1,2.6,-7.4,0.0,-1.0,-3.5,-2.7,-2.3,3.0,2.5
O=C(NCc1ccccn1)c1c(Cl)cccc1Cl,0.9,3.6,0.2,1.8,-0.6,-5.7,6.6,-5.2,-6.6
CCOc1ccc(NC(=NCc2ccc3c(c2)OCO3)SC2CC(=O)N(c3ccccc3)C2=O)cc1 (configuration not stated),0.0,2.7,0.0,4.2,-5.8,18.0,5.1,1.2,-3.8
Cc1occc1C(=O)Nc1c(F)c(F)c(F)c(F)c1F,7.2,1.6,0.0,-0.7,-0.8,8.0,-6.4,-2.3,u
O=C(NNC1=C(C(=O)C(F)(F)F)CCC1)c1cccc(O)c1,2.2,-4.6,0.0,0.1,-0.1,-16.2,5.9,-4.4,1.3
CCOC(=O)C1CCCN(Cc2ccc(OCC)cc2)C1 (configuration not stated),4.2,-1.0,-0.1,3.0,-3.7,3.5,5.4,-2.4,11.1
CCOc1ccc(NC(=O)CC(NCc2ccccn2)C(=O)O)cc1 (configuration not stated),-5.0,-3.2,-0.3,2.7,-0.8,-4.9,-3.6,-5.5,-9.0
OCC1(CO)COC(CCc2ccccc2)=N1,3.4,-4.6,-0.1,3.1,-0.4,1.9,6.0,-3.1,-7.6
Cc1onc(-c2ccccc2)c1C(=O)NCc1ccccc1F,0.1,4.0,-0.1,0.1,2.6,1.7,-0.1,1.3,5.5
O=C(NCC1OCCc2ccccc21)c1ccc(NC(=O)c2cccc(Br)c2)cc1 (configuration not stated),1.2,7.2,-0.2,1.9,-3.4,2.1,-2.1,2.4,15.4
Cc1cc(C)cc(C(=O)/C=C2\NC(=O)CS2)c1,4.5,-0.6,0.1,-4.2,-0.7,4.1,-8.7,3.3,8.3
CC1(C)O[C@@H]2[C@H](O1)[C@@H](COS(=O)(=O)O)O[C@H]2n1cc(Br)c(=O)[nH]c1=O,x,3.4,-0.2,x,x,x,4.7,x,-11.5
CC1(C)Cc2c(cnn2-c2ccc(F)cc2)C(NC(=O)CCN2CCCC2=O)C1 (configuration not stated),-1.9,3.8,0.0,-1.6,-4.8,7.2,4.3,1.3,-4.9
CCOC(=O)C1CCN(S(=O)(=O)Cc2ccc(Cl)cc2)CC1,-2.5,-3.9,0.0,2.6,2.8,-2.2,4.7,0.8,4.9
Cc1cccc(CCNC(=O)CCc2nc(-c3ccccc3F)no2)c1,-1.3,4.6,0.0,-1.2,-3.4,-1.2,3.0,-4.7,-4.8
CCN(C(=O)c1cc2cccc(OC)c2oc1=O)c1ccccc1,1.2,-15.6,0.1,0.5,-2.1,4.7,3.3,-1.1,5.8
CCOc1ccc(-c2cc(CCCC(=O)NCc3ccco3)no2)cc1,1.6,1.3,0.0,-0.1,0.6,4.7,-0.6,-3.5,5.7
C=CCn1c(=N)n(CC(=O)c2ccc(Cl)cc2)c2ccccc21,-3.9,5.0,-0.1,0.2,-2.2,5.1,-3.2,-3.6,14.8
CCN1C(=O)/C(=C2/C=CC=CN2C)OC1=S,3.2,-18.6,-0.1,1.6,0.6,6.2,-1.6,-3.0,1.8
COc1ccc(CCNC(=O)CC2SC(=Nc3cc(C)cc(C)c3)NC2=O)cc1OC (configuration not stated),-1.4,-8.0,0.2,-1.2,2.4,-3.3,-31.1,-3.5,-6.5
O=C1C=C(NC2CC2)C2(CCCCC2)O1,-5.0,5.2,-0.1,1.0,0.8,-7.5,4.8,-3.5,-1.1
CC(C)CCNC(=O)C1CCC(CNc2c(N3CCC(C)CC3)c(=O)c2=O)CC1 (configuration not stated),5.3,7.8,0.1,-1.0,-8.7,-0.7,1.4,-1.5,3.1
Cc1ccccc1N1CCN(S(=O)(=O)c2ccc3ccccc3c2)CC1,6.9,9.7,-0.1,-5.4,-6.6,7.9,-18.7,-6.3,-7.9
C[C@@H]1CN([C@@H](C)CO)C(=O)Cc2cc(NC(=O)Nc3ccc4c(c3)OCO4)ccc2O[C@@H]1CN(C)C(=O)NC1CCCCC1,x,-6.3,0.1,x,x,x,1.7,x,27.5
Cc1ccc(C(=O)N(Cc2ccccc2)C(C)(C)C)cc1C,2.6,3.1,0.0,1.0,0.3,-0.3,3.0,-2.9,-6.1
COc1ccccc1CNC(=O)COC(=O)c1cc(C)oc1C,-1.7,3.8,0.0,0.4,4.8,-2.1,-2.4,-1.4,-2.4
O=C(CCCCCNC(=O)c1ccccc1Br)N=Nc1c(O)[nH]c2ccccc12,2.9,-12.1,-0.2,3.9,3.9,-6.2,0.6,-0.7,3.1

# Compounds shown so far that contain a CF3 group, in the order listed:
SMILES,CTSL1 counter,procasp7 counter,Efflux pump inh,PP5 inh,PP1 counter,HCV core dimer,procasp3 activ,TPT1 inhibitor,JMJD2C inh
COC(=O)c1c(/N=C/NOCc2ccc(Cl)cc2)sc2c1CCN(c1ncc(C(F)(F)F)cc1Cl)C2,5.1,-4.1,-0.1,-0.6,-0.8,2.5,-1.6,-0.5,3.8
O=C(NNC1=C(C(=O)C(F)(F)F)CCC1)c1cccc(O)c1,2.2,-4.6,0.0,0.1,-0.1,-16.2,5.9,-4.4,1.3

# Further records follow.
SMILES,CTSL1 counter,procasp7 counter,Efflux pump inh,PP5 inh,PP1 counter,HCV core dimer,procasp3 activ,TPT1 inhibitor,JMJD2C inh
Cc1cc(C)c(OCCOCCN2CCCC2)c(C)c1,1.1,2.7,0.0,2.0,-5.3,-0.5,-3.5,-2.8,0.2
CC1(C)CC(CC(=O)O)(c2ccc(F)cc2)CCO1 (configuration not stated),-0.9,11.2,-0.1,-1.1,-2.7,-7.9,6.5,-1.5,1.1
COc1ccc(NC(=O)c2c(F)cccc2Cl)cc1S(=O)(=O)N1CCOCC1,x,10.4,0.4,x,x,x,2.3,x,-11.8
O=C(c1c(F)cccc1F)N(C1CCCCC1)C1CCCCC1,2.7,5.6,-0.1,5.0,-4.1,0.5,1.7,-3.1,6.8
Cc1ccccc1NC(=O)COC(=O)c1ccc(CSc2ccc(Cl)cc2)cc1,-2.5,-4.6,3.0,0.5,-2.4,10.4,0.5,-2.8,4.1
CCOC(=O)CN1C(=O)S/C(=C/c2cccc([N+](=O)[O-])c2O)C1=O,0.3,2.4,-0.3,2.6,-1.6,-6.6,1.0,-5.9,-2.5
C/C(=N\NC(=O)c1ccoc1C)c1ccc(Br)s1,1.1,0.0,-0.1,-1.2,-1.0,-9.1,0.6,-2.6,-1.8
